# BaF3 parental = counter-screen for JAK2V617F inhibitors: parental Ba/F3 viability inhibitors | CellTiter-Glo ATP luminescence | inhibition, % at 5.6 µM | actives 1.1% (n = 220,000) | AID 1486;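 active = inhibition above a per-campaign cutoff, the mean inhibition of all tested compounds plus 3 SD, cut at about 27% in these data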;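 also: 0% = DMSO wells and 100% = JAK Inhibitor I control wells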
# Mdm2 ligase inh = blocks human Mdm2 ubiquitin ligase activity; Q00987; cell-based MDM2 ubiquitination luciferase reporter, 2 h; 0 = plate control, 100 = twice control, blank-subtracted; signal enhancement, % at 5 µM; actives 0.11% (n = 210,000);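 active = signal enhancement of 30% or more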;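 also: luminescence tracks abundance of the self-degrading MDM2-luciferase fusion protein; higher signal means inhibition of MDM2 E3 ligase activity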
# Target sequence (Q00987 whole entry, looked up, the tested form may be a part): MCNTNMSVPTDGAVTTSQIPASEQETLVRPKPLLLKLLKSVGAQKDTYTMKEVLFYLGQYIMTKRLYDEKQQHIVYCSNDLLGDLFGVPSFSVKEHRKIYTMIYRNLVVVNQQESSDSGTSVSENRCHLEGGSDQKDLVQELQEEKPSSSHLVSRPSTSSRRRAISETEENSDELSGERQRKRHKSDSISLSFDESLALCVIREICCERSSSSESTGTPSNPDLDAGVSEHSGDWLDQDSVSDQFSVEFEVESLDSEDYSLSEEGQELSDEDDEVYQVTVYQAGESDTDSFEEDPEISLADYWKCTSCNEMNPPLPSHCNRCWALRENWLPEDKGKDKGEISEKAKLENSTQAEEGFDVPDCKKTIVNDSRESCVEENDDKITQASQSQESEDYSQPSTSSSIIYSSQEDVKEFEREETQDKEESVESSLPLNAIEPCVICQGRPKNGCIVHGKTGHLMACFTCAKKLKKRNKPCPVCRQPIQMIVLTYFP
#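 Test system: mammalian cells stably expressing self-ubiquitinating, self-degrading MDM2 E3–luciferase fusion; Amount: 2000 cells in each well; Medium: DMEM; Schedule: 4 h settle plus 2 h compound, 37 °C; Technique: SteadyLite luciferase luminescence after 15 min room-temperature reagent incubation; Benchmarks: plate control and blank wells.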
# PERK inh = inhibitors of human PERK kinase; Q9NZJ5; CHO PERK-DD fusion, SEAP luminescence translation reporter; inhibition, % at 5.6 µM; actives 0.17% (n = 220,000); AID 1416;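 active = inhibition above the mean inhibition of all tested compounds plus 3 SD, set separately per screening campaign, cut at about 2.9% in these data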;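 also: PERK kinase domain activated by AP20187 dimerizer at 100 nM; 0% = DMSO with dimerizer and 100% = rapamycin at 8.4 µM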
# S1P4 antagonist = blocks the human S1P4 receptor. S1P4-expressing cells, antagonist mode, reporter read-out. inhibition, % at 4.98 µM. actives 0.26% (n = 220,000). AID 1510; in the data active = inhibition above about 29%;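 also: 0% = wells stimulated with agonist and 100% = vehicle wells without agonist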
# S1P4 agonist = human S1P4 receptor agonism; O95977; S1P4-expressing cell line, agonist reporter assay; activation, % at 4.98 µM; actives 0.35% (n = 220,000); AID 1509; in the data active = activation above about 11%;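 also: 0% = DMSO vehicle and 100% = reference agonist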
# Wee1 degr inh = human Wee1 degradation inhibition, primary screen; P30291; HeLa Luc-Wee1K328M stability, luciferase luminescence; 100% = proteasome inhibitor MG132 effect; reporter increase, % at 5 µM; actives 1.2% (n = 220,000); AID 1321;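 active = activation above the mean of all tested compounds plus 3 SD, set per screening run, cut at about 8.8% in these data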;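 also: cells exposed to compound for 20 h before luminescence read; 0% = DMSO alone and 100% = MG132 at 30 µM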
# Target sequence (P30291 whole entry K328M): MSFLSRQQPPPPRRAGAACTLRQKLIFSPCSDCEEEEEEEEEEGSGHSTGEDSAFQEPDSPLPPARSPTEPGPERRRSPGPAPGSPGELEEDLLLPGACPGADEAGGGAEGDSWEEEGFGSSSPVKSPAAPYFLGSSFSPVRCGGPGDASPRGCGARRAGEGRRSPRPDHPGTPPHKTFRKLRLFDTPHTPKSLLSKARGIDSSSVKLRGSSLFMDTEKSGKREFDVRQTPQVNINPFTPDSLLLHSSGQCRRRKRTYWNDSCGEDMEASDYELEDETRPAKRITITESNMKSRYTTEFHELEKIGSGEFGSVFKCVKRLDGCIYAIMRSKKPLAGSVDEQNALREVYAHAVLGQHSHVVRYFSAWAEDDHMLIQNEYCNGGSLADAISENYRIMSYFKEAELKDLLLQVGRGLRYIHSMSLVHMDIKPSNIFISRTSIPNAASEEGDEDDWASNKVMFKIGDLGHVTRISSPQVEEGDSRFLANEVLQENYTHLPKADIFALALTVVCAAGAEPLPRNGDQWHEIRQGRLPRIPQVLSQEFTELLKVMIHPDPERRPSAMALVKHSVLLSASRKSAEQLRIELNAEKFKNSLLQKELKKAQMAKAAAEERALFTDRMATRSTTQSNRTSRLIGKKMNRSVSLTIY
# NPY-Y2 PAM-ag = potentiators or agonists of human neuropeptide Y receptor Y2; P49146; cells expressing NPY-Y2, potentiator/agonist read-out; activation, % at 3.6 µM; actives 0.45% (n = 220,000); in the data active = activation above about 27%;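 also: cells stimulated with NPY near EC25 plus isoproterenol at EC100; 0% = vehicle plus submaximal agonist and 100% = vehicle plus saturating agonist; some results beyond the cut were filed as inactive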
# eIF4E 4G PPI = blocks eIF4E binding to eIF4G; TR-FRET eIF4E-eIF4GI(517-606) binding, 2 h; inhibition, % at 21.7 µM; actives 0.37% (n = 220,000);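 active = inhibition above about 30%, limit read from the data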;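 also: 0% = full FRET control wells and 100% = background wells lacking eIF4GI fragment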
# Ba/F3 V617F tox = loss of viability in JAK2V617F-driven Ba/F3 cells. inhibition, % at 5.6 µM. Ba/F3 EpoR-JAK2V617F viability, ATP luminescence. actives 1.1% (n = 220,000);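 active = inhibition above the campaign mean plus 3 SD over all tested compounds, cut at about 24% in these data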;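 also: cytokine-independent growth of Ba/F3 cells driven by EpoR plus mutant JAK2; 0% = DMSO-treated cells and 100% = JAK inhibitor I control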
# * marks the source's active call; other numbers are inactive results; · = no result given; [ ] = dose if it differs, or a comment.
no.	SMILES	BaF3 parental	Mdm2 ligase inh	PERK inh	S1P4 antagonist	S1P4 agonist
1	N#CC(/C(=N/S(=O)(=O)c1cccs1)c1ccccc1)c1nc2ccccc2[nH]1 (centres undefined)	0	-17	0.2	11	-2.0
2	O=C(COc1cccc2ccccc12)N/N=C/C=C/c1ccccc1	4	0	0.5	-1	1.3
3	COc1ccc2[nH]cc(CCN=C3SCC(=O)N3C)c2c1	7	7	2.2	13	1.2
4	CCOC(=O)Cn1nnnc1CN(CCc1ccccc1)Cc1cc2cc(CC)ccc2[nH]c1=O	7	-23	-1.3	1	2.4
5	O=C1CCC(=O)N1c1nc2nc(-c3ccccc3)cc(=O)n2[nH]1	4	-3	1.3	-8	0.5
6	Cc1oc(C(=O)O)cc1COc1ccccc1Cl	4	2	1.7	-4	0.5
7	CN1CCN(CCNC(=O)c2cc3c(=O)n(C)c4ccccc4c3n2C)CC1	5	-10	0.9	3	0.1
8	CN(C)S(=O)(=O)c1cccc(NC(=O)COC(=O)CCOc2ccccc2)c1	3	-9	-0.4	-6	1.7

no.	Wee1 degr inh	NPY-Y2 PAM-ag	eIF4E 4G PPI	Ba/F3 V617F tox
1	-2	-23	10[fluorescence artefact?]	-2
2	-1	-6	5	1
3	1	8	0	3
4	2	-14	-10[fluorescence artefact?]	4
5	0	13	10[fluorescence artefact?]	-1
6	-1	-28	-6[fluorescence artefact?]	-2
7	0	8	1	-2
8	3	0	0	-2

# Next records follow:
no.	SMILES	BaF3 parental	Mdm2 ligase inh	PERK inh	S1P4 antagonist	S1P4 agonist
9	CCOC(=O)c1cn(CC(=O)Nc2ccc(CC)cc2)nn1	8	4	0.1	-11	0.8
10	COC(=O)c1ccc(CSc2nc(C)nc3sc(C)c(C)c23)o1	2	-12	-1.6	-25	1.2
11	COc1ccccc1NC(=O)C1=C(C)Nc2nc(-c3ccc(N(C)C)cc3)nn2C1c1ccncc1 (centres undefined)	7	-1	-1.9	15	-0.3
12	O=C(CSc1ccccc1)NC1=NCCS1	3	-3	1.6	-22	1.6
13	CCCCNc1nc2ccccc2nc1Cl	6	4	0.5	7	0.6
14	O=c1ccc(-c2ccccc2)n[nH]1	3	-8	3.0*	-10	-3.2
15	C/C=C/c1ccc(OCC(=O)OCC)c(OC)c1	4	-5	1.9	-4	0.1
16	Cc1ccccc1N(C(=O)CCC(=O)Nc1ccccn1)C(C(=O)NC(C)C)c1ccc(O)cc1 (centres undefined)	1	-7	0.9	-28	1.3

no.	Wee1 degr inh	NPY-Y2 PAM-ag	eIF4E 4G PPI	Ba/F3 V617F tox
9	0	-4	0	-1
10	-3	0	-28	3
11	4	1	-6	-3
12	-3	-5	-2	-2
13	8	-11	5	1
14	-3	-5	-3	0
15	3	0	1	-3
16	5	-20	-9	0

# Part of the list above, with two lines to a compound:
# Fields: BaF3 parental	Mdm2 ligase inh	PERK inh	S1P4 antagonist	S1P4 agonist	Wee1 degr inh	NPY-Y2 PAM-ag	eIF4E 4G PPI	Ba/F3 V617F tox
(14) O=c1ccc(-c2ccccc2)n[nH]1
→ 3	-8	3.0*	-10	-3.2	-3	-5	-3	0
(12) O=C(CSc1ccccc1)NC1=NCCS1
→ 3	-3	1.6	-22	1.6	-3	-5	-2	-2
(13) CCCCNc1nc2ccccc2nc1Cl
→ 6	4	0.5	7	0.6	8	-11	5	1
(15) C/C=C/c1ccc(OCC(=O)OCC)c(OC)c1
→ 4	-5	1.9	-4	0.1	3	0	1	-3
(11) COc1ccccc1NC(=O)C1=C(C)Nc2nc(-c3ccc(N(C)C)cc3)nn2C1c1ccncc1 (centres undefined)
→ 7	-1	-1.9	15	-0.3	4	1	-6	-3

# Other records follow.
no.	SMILES	BaF3 parental	Mdm2 ligase inh	PERK inh	S1P4 antagonist	S1P4 agonist
17	Cc1ccc(S(=O)(=O)c2c(N)n(/N=C/c3ccco3)c3nc4ccccc4nc23)cc1C	3	·	0.5	-4	2.6
18	O=C1c2ccccc2-c2ncnc3cccc1c23	5	·	1.2	2	-1.8
19	C=CCSc1nnc(NC(=O)COc2ccc3ccccc3c2)s1	1	-4	1.8	7	0.8
20	COc1ccc(NC(=O)COC(=O)c2ccco2)c([N+](=O)[O-])c1	2	-10	0.6	-4	2.1
21	C#CC[N+](C)(C)CC#Cc1ccccc1	11	3	0.9	-14	-0.9
22	COc1ccc(-c2nc(-c3ccccc3)c(-c3cc([N+](=O)[O-])ccc3C)[nH]2)cc1O	0	-18	-1.2	-8	0.3
23	O=C(Nc1c(S(=O)(=O)c2ccc(Cl)cc2)csc1Br)c1ccccc1Cl	5	-8	-2.1	-16	2.8
24	CN(C)S(=O)(=O)c1ccc(C(=O)Oc2cc(=O)[nH]c3ccccc23)cc1	-1	-12	1.5	-15	-1.7

no.	Wee1 degr inh	NPY-Y2 PAM-ag	eIF4E 4G PPI	Ba/F3 V617F tox
17	2	17	-3[fluorescence artefact?]	0
18	0	2	·	-3
19	4	-4	-25	0
20	-1	-2	1	-3
21	4	-4	2	39*
22	-2	23	0	7
23	-2	-13	-6	-3
24	-2	16	-1	-3

# The results go on.
no.	SMILES	BaF3 parental	Mdm2 ligase inh	PERK inh	S1P4 antagonist	S1P4 agonist
25	CN(Cc1ccccc1)S(=O)(=O)c1ccccc1[N+](=O)[O-]	0	-6	-0.5	-10	1.6
26	COC(=O)c1ccc(SCc2cnc(Cl)s2)cc1	7	-21	-1.1	-15	-1.1
27	Cc1cc([N+](=O)[O-])nn1CCCC(=O)Nc1cc(Cl)ccc1Cl	-2	-25	-1.0	14	-4.0
28	CCCNc1[nH]c(=O)n(C)c(=O)c1N=O	2	-7	1.6	-8	0.7
29	COC(=O)COc1ccc(S(=O)(=O)N2CCc3ccccc3C2)cc1C	2	3	0.9	19	-3.0
30	CCOc1ccccc1C(=O)N1CCOCC1	2	-17	0.8	-11	0.9
31	CCN(CC)CCOc1ccc2c(c1)C(=NNC(=O)c1ccccn1)c1cc(OCCN(CC)CC)ccc1-2	5	-10	-0.3	-5	0.3
32	O=C(O)c1cn(-c2ccc(F)c(F)c2)c2c(F)c(F)c(F)c(F)c2c1=O	4	-2	-1.1	-4	-2.5

no.	Wee1 degr inh	NPY-Y2 PAM-ag	eIF4E 4G PPI	Ba/F3 V617F tox
25	-2	-4	2	-1
26	-1	9	-5	5
27	-4	13	2	-3
28	-1	-12	10	0
29	-3	18	6	-4
30	0	-9	-2[fluorescence artefact?]	2
31	13*	26	-20[fluorescence artefact?]	-2
32	-3	-4	18	1

# Remaining list, next part
no.	SMILES	BaF3 parental	Mdm2 ligase inh	PERK inh	S1P4 antagonist	S1P4 agonist
33	COc1ccc(Cl)cc1NC(=S)N(CCN1CCOCC1)C1CCN(C(C)=O)CC1	1	-20	1.7	6	-0.4
34	COCCCN1C(=O)C(O)=C(C(C)=O)C1c1ccccn1 (centres undefined)	10	-16	0.7	-9	-2.0
35	COc1ccc(CCNC(=O)CCCOc2cc(=O)n(C)c3ccccc23)cc1OC	5	-11	0.3	0	2.1
36	COC(=O)c1ccc(Cl)c(NC(=O)c2cccc([N+](=O)[O-])c2C)c1	2	-4	1.7	3	0.0
37	N/C(=N\OC(=O)COc1ccc2ccccc2c1Br)c1ccccn1	5	·	0.7	-24	1.4
38	O=C1C(=Cc2cccn2-c2ccccc2)C(=O)c2ccccc21	5	-7	0.5	5	1.4
39	N#C/C(C(=O)N1CCOCC1)=c1/s/c(=C\c2ccccn2)c(=O)n1-c1ccccc1	-1	-3	0.1	11	0.3
40	CCOC(=O)N1CCN(Cc2nc(N)nc(Nc3ccc(Oc4ccccc4)cc3)n2)CC1	3	0	-0.9	-18	-0.2

no.	Wee1 degr inh	NPY-Y2 PAM-ag	eIF4E 4G PPI	Ba/F3 V617F tox
33	-1	8	0	-7
34	1	-7	14	6
35	1	9	-4	-1
36	5	9	-5	0
37	2	-18	3	1
38	0	-14	-10[fluorescence artefact?]	0
39	2	13	4	-1
40	2	4	4	0

# Next section
no.	SMILES	BaF3 parental	Mdm2 ligase inh	PERK inh	S1P4 antagonist	S1P4 agonist
41	CCOC(=O)C1CCN(c2ncnc3c2oc2ccc(Br)cc23)CC1	7	-9	-0.1	-4	-2.5
42	Cc1ccc(NC(=O)c2ccc3ccccc3n2)cc1S(=O)(=O)N1CCOCC1	-3	-26	-0.3	-18	0.2
43	Cc1cc(=O)oc2c(N)c(O)ccc12	3	-18	0.2	-24	3.1
44	CC(C)CC(=O)Nc1cccc2c1C(=O)N(c1ccccc1)C2=O	-2	-4	0.2	-12	0.1
45	CN1CCN(C(=O)c2ccc(C3SCC(=O)N3Cc3ccco3)cc2)CC1 (centres undefined)	1	-22	0.0	-11	1.8
46	Cc1cc(C)cc(NC(=O)c2cc(Cl)sc2Cl)c1	4	-11	0.1	0	0.0
47	COc1cc(S(=O)(=O)N2CCCCCC2)ccc1Cl	2	-19	-0.2	-11	-3.8
48	O=C(CCCC(=O)OCC(=O)c1ccc(F)cc1)Nc1cc(C(F)(F)F)ccc1Cl	-1	-1	0.0	-14	-2.3

no.	Wee1 degr inh	NPY-Y2 PAM-ag	eIF4E 4G PPI	Ba/F3 V617F tox
41	3	-17	-5	1
42	0	-10	-1	1
43	1	17	-1	-2
44	1	0	-5	-4
45	2	5	1	-4
46	6	-10	0[fluorescence artefact?]	-2
47	1	7	8	-4
48	1	-3	-5[fluorescence artefact?]	-4

# The listing continues:
no.	SMILES	BaF3 parental	Mdm2 ligase inh	PERK inh	S1P4 antagonist	S1P4 agonist
49	COc1cccc(CNC(=O)CCC2CCCN(C(=O)c3cccc(Cl)c3)C2)c1 (centres undefined)	3	-10	-0.3	-1	-1.1
50	COc1ccc(/C=N/OCC(=O)N2CCCC2)c(OC)c1	3	-9	0.2	-10	1.0
51	O=C(Cn1nnc(-c2ccccc2-n2cnnn2)n1)N1CCCCC1	3	-13	-0.5	7	2.5
52	O=C(Nc1ccc(NC(=O)c2cccs2)cc1)c1ccco1	3	-2	1.0	-8	-0.5
53	O=C(CNC(=O)c1ccccc1)NC1(C(=O)NC2CCCCC2)CCCCC1	12	0	-0.5	-19	0.9
54	O=C(NCc1cccnc1)NC1(C(F)(F)F)Oc2ccccc2O1	14	-9	0.2	-2	1.1
55	Cc1nc(CCN2C(=O)c3ccccc3C2=O)cs1	11	-15	2.6	4	1.0
56	N#Cc1ccccc1NC(=O)CSc1nnc(-c2ccncc2)o1	0	-8	0.3	-10	1.1

no.	Wee1 degr inh	NPY-Y2 PAM-ag	eIF4E 4G PPI	Ba/F3 V617F tox
49	0	-29	3	4
50	-2	8	-3	-3
51	4	-7	5[fluorescence artefact?]	3
52	5	-1	6	-1
53	5	6	1	2
54	-1	2	-5[fluorescence artefact?]	10
55	0	3	5	0
56	-3	-1	0	-2

# Next compounds.
no.	SMILES	BaF3 parental	Mdm2 ligase inh	PERK inh	S1P4 antagonist	S1P4 agonist
57	Cc1cc(C)c2c3c(sc2n1)C(=O)N(c1ccccc1C)CC(=O)N3	1	-18	-0.7	0	-0.8
58	COc1ccc(NC(=O)CN2c3cccc4cccc(c34)S2(=O)=O)cc1	1	-10	0.0	-11	2.1
59	COC(=O)C1=C(C)N(C)C(=O)NC1c1cc(Cl)cc(Cl)c1OC (centres undefined)	3	-11	-0.1	-5	0.3
60	O=C1CC(c2ccncc2)c2cc3c(cc2N1)OCCO3 (centres undefined)	-2	-2	0.1	-5	-0.7

no.	Wee1 degr inh	NPY-Y2 PAM-ag	eIF4E 4G PPI	Ba/F3 V617F tox
57	9.5*	-11	1	4
58	-1	13	-2	-3
59	-1	-1	4	-3
60	-1	0	0	1

# Bioassay records as filed in PubChem BioAssay.
